# PKA-R2B activ – activators of PKA-R2B holoenzyme, primary screen, biochemical, fluorescence polarization, Cy5-IP20, human. PKA-R2B holoenzyme dissociation; R2B truncated from residue 108, S112A mutant; 0% DMSO only, 100% 113 µM cGMP. activation, % at 11.4 µM. AID 504700, 2011. 0.079% of 340,000 active. cAMP-dependent protein kinase catalytic subunit beta (Homo sapiens) + cAMP-dependent …;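 active means activation above a cutoff set at the mean over all compounds plus 3 SD, cut at about 18% in these data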;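 further: higher means more holoenzyme dissociation and a rise in polarization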
# Pemphigus Ab inh – inhibitors of pemphigus antibody binding to DSG3, primary screen, biochemical, bead-based, flow cytometry, scFv-GFP; Desmoglein-3 (Homo sapiens), P32926; DSG3-coupled beads, scFv-anti-DSG3-GFP binding; stronger effect = lower value; binding (percent of control), % at 10 µM; 0.48% of 310,000 active;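 active means binding more than 3 SD below its plate's average and above zero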;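 further: hits lower antibody fragment binding to DSG3; some compounds called inactive have numbers as strong as hits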
# Target sequence (P32926 whole entry, looked up, the tested form may be a part): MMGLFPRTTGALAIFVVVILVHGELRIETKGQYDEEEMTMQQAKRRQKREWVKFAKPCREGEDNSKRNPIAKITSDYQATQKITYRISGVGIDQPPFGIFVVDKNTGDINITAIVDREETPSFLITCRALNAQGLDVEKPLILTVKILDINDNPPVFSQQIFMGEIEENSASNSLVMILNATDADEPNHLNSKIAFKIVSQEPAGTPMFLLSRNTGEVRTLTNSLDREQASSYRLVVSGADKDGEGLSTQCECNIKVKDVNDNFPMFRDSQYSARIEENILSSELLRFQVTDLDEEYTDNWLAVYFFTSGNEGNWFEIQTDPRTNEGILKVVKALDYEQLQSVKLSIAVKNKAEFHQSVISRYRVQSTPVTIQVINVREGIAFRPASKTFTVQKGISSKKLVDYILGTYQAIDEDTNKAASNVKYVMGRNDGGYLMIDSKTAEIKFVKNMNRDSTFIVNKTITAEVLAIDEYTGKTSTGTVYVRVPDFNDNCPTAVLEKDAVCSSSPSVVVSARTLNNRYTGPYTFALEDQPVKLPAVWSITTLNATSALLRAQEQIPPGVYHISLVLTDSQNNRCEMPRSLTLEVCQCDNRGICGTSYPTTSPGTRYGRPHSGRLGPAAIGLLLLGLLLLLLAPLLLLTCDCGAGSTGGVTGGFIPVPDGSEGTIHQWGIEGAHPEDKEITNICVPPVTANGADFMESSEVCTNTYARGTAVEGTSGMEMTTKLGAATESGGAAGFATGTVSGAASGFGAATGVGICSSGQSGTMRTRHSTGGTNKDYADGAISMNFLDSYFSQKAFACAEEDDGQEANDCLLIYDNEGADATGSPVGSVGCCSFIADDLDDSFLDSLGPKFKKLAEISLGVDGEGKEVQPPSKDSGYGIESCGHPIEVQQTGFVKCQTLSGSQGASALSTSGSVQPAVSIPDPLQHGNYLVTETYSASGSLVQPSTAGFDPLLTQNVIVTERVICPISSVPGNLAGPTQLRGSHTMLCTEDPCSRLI
# OPRM1-OPRD1 inv – inverse agonists of MOR-DOR heterodimerization, primary screen, cell-based, luminescence. Mu-type opioid receptor (Homo sapiens) + Delta-type opioid receptor (Homo sapiens), …. cell-based MOR-DOR heterodimer luminescence, inverse agonism. inhibition, % at 9.3 µM. 0.21% of 340,000 active. AID 504357, 2011; in the data active means inhibition above about 22%, passing the limit was not always enough;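 further: 0% = cells with DMSO and 100% = wells without cells with DMSO; values of inactives mirror those of a sister screen read the other way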
# PKA-R1A act – activators of PKA-R1A holoenzyme, primary screen, biochemical, fluorescence polarization, Cy5-IP20, bovine R1A, mouse PKAc. cAMP-dependent protein kinase type I-alpha regulatory subunit (Bos taurus) + …. AID 504707, 2011. activation, % at 11.4 µM. PKA-R1A dissociation; scaled: DMSO 0%, 113 µM cGMP 100%. 0.083% of 340,000 active;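 active means percent activation above the mean of all tested compounds plus 3 SD, cut at about 19% in these data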;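 further: higher means more PKAc released from R1A so a rise in polarization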
# Arr AP2 block – inhibitors of beta-arrestin/AP2 binding, primary screen, biochemical, GPCR trafficking, flow cytometry; 0.31% of 340,000 active; FITC-arrestin peptide / GST-AP2 beads; AP2 beta2 appendage carries R879A mutation; beta-arrestin 1 C-terminal peptide binding to AP2 beta2-adaptin appendage (human); inhibition, % at 10 µM;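 active means inhibition above a set limit, near 3 SD of compounds lacking own fluorescence, cut at about 54% in these data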;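 further: plate controls were DMSO wells for no effect and 5 µM unlabelled arrestin peptide for full effect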
#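 test system = AP2 appendage R879A on GSH beads | buffer or medium = PBS plus Tween 20 (0.05%) and BSA (0.1%) | incubation = 12 min plus 1 h, RT | detection = bead flow cytometry, FITC channel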
# V-ATPase pHluor – regulators of yeast V-ATPase proton pumping, primary screen, pHLuorin cytosolic pH fluorescence; S. cerevisiae; 0.37% of 350,000 active; response, % at 10 µM; in the data active means response mostly above about 7.3%, no sharp cut-off; inactive means mostly below about 5.4%; further: actives read high; inactives centre near 0; some compounds called inactive have numbers as strong as hits; reference of the scale not given here
# DAGLB inh – DAGLB lipase inhibitors, primary screen, biochemical, fluorescence, HTS; HEK293T DAGLB membrane lysate, EnzChek fluorogenic substrate; 0.059% of 340,000 active; Diacylglycerol lipase-beta (Homo sapiens), Q8NCG7; inhibition, % at 5.17 µM; in the data active means inhibition above about 34%;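 further: 0% = enzyme with vehicle and 100% = wells lacking enzyme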
# MOR-DOR ag – agonists of OPRM1-OPRD1 heterodimerization, primary screen, cell-based, luminescence. cells. activation, % at 9.3 µM. 0.3% of 340,000 active. Mu-type opioid receptor (Homo sapiens) + Delta-type opioid receptor (Homo sapiens), …; in the data active means activation above about 18%;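 further: 0% = vehicle-treated cells and 100% = reference agonist; values of inactives mirror those of a sister screen read the other way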
# HTR5A inv ctr – HTR5A inverse agonists in luminescence cell assay, primary screen, counter-screen for OPRM1-OPRD1 heterodimer inverse agonist project, full-deck HTS. inhibition, % at 9.3 µM. HTR5A cell line, inverse agonism. 5-hydroxytryptamine receptor 5A (Homo sapiens), P47898. 0.083% of 340,000 active; in the data active means inhibition mostly above about 23%, no sharp cut-off; inactive means mostly below about 18%;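 further: 0% = cells with DMSO and 100% = no-cell wells with DMSO; some compounds called inactive have numbers as strong as hits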
# HTR5A ag – HTR5A agonists in luminescence cell assay, primary screen, counter-screen for OPRM1-OPRD1 heterodimer agonist project, full-deck HTS; cell-based; 0.61% of 340,000 active; activation, % at 9.3 µM; 5-hydroxytryptamine receptor 5A (Homo sapiens), P47898; in the data active means activation mostly above about 9.5%, no sharp cut-off; inactive means mostly below about 7.6%;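 further: 0% = cells with vehicle only and 100% = reference agonist; strong numbers were not always called active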
# The depositor's hits bear a star; nt = not tested or not shown.
SMILES,PKA-R2B activ,Pemphigus Ab inh,OPRM1-OPRD1 inv,PKA-R1A act,Arr AP2 block,V-ATPase pHluor,DAGLB inh,MOR-DOR ag,HTR5A inv ctr,HTR5A ag
COc1ccc(N(C(C)C(=O)NC2CCCCCC2)S(C)(=O)=O)cc1 (stereo not drawn),-22,102,14,-6,0,1,3,-2.6,0,-6
Cc1nnc(Cl)c2nn(-c3ccccc3)c(C)c12,-7,106,8,-11,31,-2,-1,-1.6,-17,7
CCC(=O)N1CCN(c2ccc(NC(=O)c3ccc4c(c3)OCO4)cc2)CC1,-1,105,7,-1,-9,-2,3,-1.2,14,2
Cc1cccc(C(=O)N2c3ccccc3C(=O)OC2c2ccc3c(c2)OCO3)c1 (stereo not drawn),3,106,14,4,19,-5,0,-2.8,11,-5
Cc1ccccc1NC(=O)CN(C)S(=O)(=O)c1cccc2cccnc12,-12,111,13,3,19,3,-1,-2.5,5,-2
CCCCC(=O)Nc1ccc(C(=O)NNC(=S)NC(=O)c2ccco2)cc1,-19,97,12,-7,9,-2,2,-2.4,20,-5
Cc1ccc(S(=O)(=O)N(CC(=O)N2CCCCCC2)c2ccccc2F)cc1,-1,nt,7,10,11,-5,-6,-1.0,-14,5
Nc1nc(F)cc(N2CCCCCC2)n1,1,99,6,-5,-6,1,-1,-1.1,10,-4
O=C(C1CCN(S(=O)(=O)c2ccccc2F)CC1)N1CCCC1,-15,105,6,-1,-2,1,0,-1.2,-8,3
CCOc1ccc(CN(C)C(=O)Cc2c[nH]c3ccccc23)cc1,1,94,6,5,-5,1,-2,-1.4,-1,0
Cn1c(=O)[nH]c(=O)c2c1nc(N(CCO)Cc1ccccc1)n2Cc1ccccc1Cl,-3,102,6,10,13,1,6,-1.1,9,-4
CCN1CCN(c2ccc(S(=O)(=O)N3CCCCC3)cc2NC(=O)/C=C/c2cc(OC)ccc2OC)CC1,14,104,3,8,38,1,3,-0.5,3,0
CN(CCOc1ccccc1)CC(=O)Nc1ccc(Br)cc1F,-3,nt,-23,2,9,-2,-4,3.3,-20,6
COc1ccc(OCC(=O)Nc2ccc(S(=O)(=O)Nc3cc(C)on3)cc2)cc1,-3,102,-2,6,27,-5,4,0.4,12,-3
CC(C)[C@H](NS(=O)(=O)c1ccc2c(c1)OCCO2)C(=O)OCC(=O)Nc1ccccc1,0,100,5,19*,0,1,-3,-0.9,4,3

# Full records as entered above. Order of screens: PKA-R2B activ | Pemphigus Ab inh | OPRM1-OPRD1 inv | PKA-R1A act | Arr AP2 block | V-ATPase pHluor | DAGLB inh | MOR-DOR ag | HTR5A inv ctr | HTR5A ag
# Results for `Cc1nnc(Cl)c2nn(-c3ccccc3)c(C)c12` = -7 | 106 | 8 | -11 | 31 | -2 | -1 | -1.6 | -17 | 7
# Results for `COc1ccc(OCC(=O)Nc2ccc(S(=O)(=O)Nc3cc(C)on3)cc2)cc1` = -3 | 102 | -2 | 6 | 27 | -5 | 4 | 0.4 | 12 | -3
# Results for `Cc1ccccc1NC(=O)CN(C)S(=O)(=O)c1cccc2cccnc12` = -12 | 111 | 13 | 3 | 19 | 3 | -1 | -2.5 | 5 | -2
# Results for `CN(CCOc1ccccc1)CC(=O)Nc1ccc(Br)cc1F` = -3 | nt | -23 | 2 | 9 | -2 | -4 | 3.3 | -20 | 6
# Results for `Cc1ccc(S(=O)(=O)N(CC(=O)N2CCCCCC2)c2ccccc2F)cc1` = -1 | nt | 7 | 10 | 11 | -5 | -6 | -1.0 | -14 | 5

# The list goes on.
SMILES,PKA-R2B activ,Pemphigus Ab inh,OPRM1-OPRD1 inv,PKA-R1A act,Arr AP2 block,V-ATPase pHluor,DAGLB inh,MOR-DOR ag,HTR5A inv ctr,HTR5A ag
COc1ccc(Cn2ccnc2)cc1[N+](=O)[O-],-15,110,27,-6,-3,-3,-2,-5.9,-65,-2
Nc1cc(N2CCCC2)c(Cl)cc1[N+](=O)[O-],-8,102,8,6,12,4,1,-1.5,-8,3
Cc1cc2ncc(-c3ccc(Cl)cc3)cn2n1,-8,114,13,-6,-17,-2,-3,-2.7,18,-7
COc1cccc(C(=O)Nc2cc(=O)n(C)c(=O)n2C)c1,-9,94,11,3,-5,2,0,-2.1,-7,2
CC(C)CN1C(=O)C(=O)N(CC(=O)NCc2ccc3c(c2)OCO3)C1=O,-15,104,14,1,4,-2,-1,-2.6,-4,1
O=C(CSc1ccc2c(c1)OCCO2)Nc1ccc(Cl)cn1,1,nt,-5,-3,13,nt,-5,1.1,1,0
COc1ccc(OC)c(CN2CCN(CC(=O)Nc3ccccc3C(=O)NC3CC3)CC2)c1,8,109,9,-1,-3,1,0,-2.2,17,3
COc1cc(/C=C/C(=O)OCC(=O)NCc2cccs2)ccc1OC(F)F,-4,111,7,9,-5,1,0,-1.3,-19,7
COC(=O)c1ccccc1NC(=O)CSc1nnnn1C,-2,94,17,-3,-4,5,1,-3.1,7,-1
Cc1cccc(N2CCN(C(=O)CCCn3c(=O)c4cccn4c4cccnc43)CC2)c1C,-4,nt,14,-13,-13,-3,1,-2.7,-9,2
CCCN1Cc2cccc(C(=O)NC(CC(=O)OCC)c3ccc(OC(C)C)cc3)c2C1=O (stereo not drawn),1,97,16,1,-2,-4,-5,-3.2,3,-1
Cc1ccc2oc(=O)c3cnn(CC(=O)N4CCc5ccccc5C4)c3c2c1,-8,112,13,0,14,3,1,-2.5,8,-3
CC(=C1C(=O)c2ccccc2C1=O)N1CCN(CCN=CC2=C(O)CC(C)(C)CC2=O)CC1,2,90,7,-7,20,-1,0,-1.2,-3,1
CSC(=NC(C)c1ccccc1)NS(=O)(=O)c1cccs1 (stereo not drawn),-5,81,7,5,19,3,-2,-1.3,3,5
CCc1nn(CC(=O)NC(C)CCc2ccccc2)c(=O)c2cc3occc3n12 (stereo not drawn),4,95,7,3,-5,0,1,-1.3,-17,3

# Filtered by structure, those above containing an NH in an aromatic ring.
SMILES,PKA-R2B activ,Pemphigus Ab inh,OPRM1-OPRD1 inv,PKA-R1A act,Arr AP2 block,V-ATPase pHluor,DAGLB inh,MOR-DOR ag,HTR5A inv ctr,HTR5A ag
CCOc1ccc(CN(C)C(=O)Cc2c[nH]c3ccccc23)cc1,1,94,6,5,-5,1,-2,-1.4,-1,0
Cn1c(=O)[nH]c(=O)c2c1nc(N(CCO)Cc1ccccc1)n2Cc1ccccc1Cl,-3,102,6,10,13,1,6,-1.1,9,-4

# As entered above:
# COc1cccc(C(=O)Nc2cc(=O)n(C)c(=O)n2C)c1 – MOR-DOR ag: -2.1
# Cc1cc2ncc(-c3ccc(Cl)cc3)cn2n1 – OPRM1-OPRD1 inv: 13
# CC(=C1C(=O)c2ccccc2C1=O)N1CCN(CCN=CC2=C(O)CC(C)(C)CC2=O)CC1 – PKA-R1A act: -7

# Later entries.
SMILES,PKA-R2B activ,Pemphigus Ab inh,OPRM1-OPRD1 inv,PKA-R1A act,Arr AP2 block,V-ATPase pHluor,DAGLB inh,MOR-DOR ag,HTR5A inv ctr,HTR5A ag
Cn1c(C(=O)N2CCN(c3ccc(F)cc3)CC2)cc2ccccc21,-1,111,-11,2,5,0,-14,1.9,-28,1
CN(C)c1ccc(NS(=O)(=O)c2cccc(Cl)c2)cc1,-4,114,-31,-2,19,-3,-2,5.9,11,5
CC(=O)Nc1ccc(CN2CCCCCCC2)cc1,-6,nt,10,2,-3,-4,1,-2.0,-13,4
C[C@@H](C(=O)N1CCN(C(=O)OC(C)(C)C)CC1)n1cc(CCCN=C(NC(=O)OC(C)(C)C)NC(=O)OC(C)(C)C)nn1,11,98,12,11,-1,-4,-1,-2.6,-4,1
CCN(CC)C(=O)Cn1cc(SCC(=O)NC)c2ccccc21,0,nt,14,-1,8,2,0,-3.0,-7,-4
COc1ccc(NC(=O)C=C(C)C)cc1Cl,2,82,-4,2,-8,5,-1,0.7,-12,3
O=C(COC(=O)c1ccco1)c1ccccc1,4,nt,7,3,0,3,0,-0.9,0,0
Cn1cc(C(=O)c2ccccc2C(=O)O)cc1C(=O)C(Cl)(Cl)Cl,-2,95,14,0,36,1,-2,-2.5,-12,3
COc1ccc(NC(=O)CN(C)C(=O)C(C)N2C(=O)c3ccccc3C2=O)cc1 (stereo not drawn),-2,101,-3,-13,7,0,1,0.5,-8,0
CCC1CCCCN1CCCNC(=O)Cn1ncn2nc(-c3ccc(OC)cc3)cc2c1=O (stereo not drawn),2,nt,-3,0,-5,-2,0,0.6,-2,1
CC(=O)/C=C(\C)Nc1ccccc1O,-4,108,-17,-3,9,-1,3,3.6,3,-1
Cc1ccc(-n2nc(C)c(C(=O)N3CCN(C(=O)c4ccco4)CC3)c2-n2cccc2)cc1,7,nt,10,4,0,5,2,-1.9,10,-3
COc1ccc(/C=C/C(=O)O)cc1S(=O)(=O)N1CCc2ccccc2C1,-4,96,8,-8,-12,2,1,-1.5,11,-4
CCN(CC(=O)Nc1cccc(S(=O)(=O)N(C)c2ccccc2)c1)Cc1cccs1,-5,85,6,-5,14,1,-8,-1.3,17,-7
Clc1ccc(SCc2cn3ccccc3n2)cc1,-1,103,3,-1,-8,1,-1,-0.5,0,0
CCCCOc1ccc(SCCCN2CCOCC2)cc1,9,99,6,2,-4,2,-2,-1.2,-4,1

# Compound activity from PubChem BioAssay.
